GRP78 ERSR act: ER stress response induction in glioma | U87-MG GRP78 promoter luciferase reporter, 16 h | 420,000 compounds, 0.02% hits | Potency, µM, inactives show at the highest dose activation, most hits filed as activators; further: potency means the concentration at half of the fitted maximal effect; series mostly up to about 76 µM; % of control where 0% means no effect; nearly all actives have a fitted effect of over 35% in size
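Stably transfected U87-MG glioma cells carrying a GRP78-based luciferase sensor; 16 h compound incubation. Luminescence end-point read 10 min after Bright-Glo addition at room temperature.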
Pol iota inh: DNA polymerase iota (human) inhibition | Q9UNA4 | Pol iota fluorescent replication assay, 10 min | Potency, µM (titrated, usually from 115 µM), for the others: top-dose activity, negative = inhibition, most hits filed as inhibitors | 390,000 compounds, 1% hits | AID 588590; further: potency means the concentration at half of the fitted maximal effect
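Fluorescent replication assay read twice, at 0 min and 10 min after adding 50 nM (final) substrate. Enzyme (10 nM) and compounds were first incubated 15 min at room temperature; enzyme-free buffer wells were negative controls.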
POLB inh: inhibitors of human DNA polymerase beta; P06746; Pol beta primer extension/strand displacement, fluorescence kinetic; Potency, µM (highest dose often 114 µM), inactives show at the highest dose activity change, negative = inhibition, usual class: inhibitors; 340,000 compounds, 1.3% hits; AID 485314; further: potency means the concentration at half of the fitted maximal effect; on the % scale 0 is the no-effect control and ±100 the full control effect
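Enzyme-only controls used 10 nM Pol beta; buffer lacking enzyme served as negative control. Compound preincubated 15 min, then 50 nM substrate added; 0 and 10 min reads at room temperature.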
Pol eta inh: inhibitors of human DNA polymerase eta. Potency, µM (highest dose often 114 µM), for inactives: top-dose activity change, negative = inhibition, actives largely listed as inhibitors. Q9Y253. 390,000 compounds, 1.2% hits. AID 588591. recombinant Pol eta, fluorescent DNA replication assay; further: potency means the concentration at half of the fitted maximal effect; on the % scale 0 is the no-effect control and ±100 the full control effect
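Pol eta at 10 nM preincubated with compounds 15 min at room temperature; reaction started with fluorescent substrate (50 nM final) and read kinetically at 0 and 10 min.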
Apoferritin bind: candidate novel general anesthetic via apoferritin binding; P02791; Potency, µM (highest dose often 77.5 µM), without a hit: at the top dose activity change, negative = displacement, actives largely listed as inhibitors; 350,000 compounds, 0.074% hits; apoferritin/1-aminoanthracene competitive binding, fluorescence; AID 485281; further: potency means the concentration at half of the fitted maximal effect; on the % scale 0 is the no-effect control and ±100 the full control effect; nearly all actives have a fitted effect of over 20% in size
Target sequence (P02791 2-175 limits assumed): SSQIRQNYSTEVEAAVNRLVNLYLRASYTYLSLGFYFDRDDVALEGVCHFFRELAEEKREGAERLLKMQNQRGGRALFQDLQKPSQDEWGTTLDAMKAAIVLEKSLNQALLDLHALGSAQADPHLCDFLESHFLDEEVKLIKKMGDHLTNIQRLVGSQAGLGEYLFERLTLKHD
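Concentration-response curves derived by four-parameter Hill fitting of normalized fluorescence, where compounds displaced 1-AMA from 10 uM horse apoferritin following a brief 10 min room-temperature incubation; propofol titration acted as positive control.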
APE1 inh: blocks human APE1 abasic DNA cleavage; P27695; recombinant APE1, TAMRA/BHQ-2 abasic DNA cleavage fluorescence; Potency, µM (series often up to 65.8 µM), inactives show top-dose activity change, negative = inhibition, most hits filed as inhibitors; 350,000 compounds, 0.35% hits; AID 2517;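 further: potency means the concentration at half of the fitted maximal effect; plate controls were vehicle for no effect and reference inhibitor for full effect; nearly all actives have a fitted effect of over 55% in size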
Target sequence (P27695 whole entry, looked up): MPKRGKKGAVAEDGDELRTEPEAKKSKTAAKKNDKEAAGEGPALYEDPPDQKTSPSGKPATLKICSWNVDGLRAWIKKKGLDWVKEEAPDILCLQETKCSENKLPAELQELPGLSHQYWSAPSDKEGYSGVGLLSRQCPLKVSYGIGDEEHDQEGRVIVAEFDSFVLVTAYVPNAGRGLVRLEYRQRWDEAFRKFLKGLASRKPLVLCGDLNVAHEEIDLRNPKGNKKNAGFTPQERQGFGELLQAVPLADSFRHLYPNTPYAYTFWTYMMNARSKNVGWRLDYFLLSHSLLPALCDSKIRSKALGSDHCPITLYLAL
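0.75 nM APE1 + cpd, 15 min RT; start w/ 50 nM TAMRA/BHQ-2 THF-abasic dsDNA; kinetic fluor 525/598 nm ×3 reads @60 s; Δ(read3−read1); normalized to DMSO and NSC13755 control wells.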
LDHA inh: inhibitors of human lactate dehydrogenase A | 480,000 compounds, 0.15% hits | purified LDHA, NADH/diaphorase-resazurin fluorescence; active compounds read low | P00338 | activity change, % (values are at about 110 or 230 µM); in the data active means activity change below about -30%; inconclusive means mostly about -25% to -30%;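 further: plate controls were DMSO wells for no effect and wells without enzyme for full effect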
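Resorufin fluorescence (ex540/em590), read at 0 and 20 min after diaphorase/resazurin addition, reports the NADH left after a 5 min room-temperature reaction of 2 nM human LDH5 with 0.06 mM NADH and 0.2 mM pyruvate.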
Pol kappa inh: inhibitors of human DNA polymerase kappa; purified Pol kappa, fluorescent DNA synthesis assay, 10 min; Potency, µM (highest dose often 107 µM), for the others: top-dose activity, negative = inhibition, most hits filed as inhibitors; 400,000 compounds, 0.53% hits; further: potency means the concentration at half of the fitted maximal effect; on the % scale 0 is the no-effect control and ±100 the full control effect
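10 nM Pol kappa was preincubated with compounds for 15 min at room temperature. Reaction started with 50 nM (final) substrate. Fluorescence read kinetically at 0 and 10 min.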
BLM helicase inh: Bloom syndrome helicase (human) inhibition. P54132. recombinant BLM DNA unwinding, fluorescence dequenching. Potency, µM (series often up to 56.1 µM), without a hit: at the top dose activity change, negative = inhibition, actives largely listed as inhibitors. 350,000 compounds, 0.2% hits;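 further: potency means the concentration at half of the fitted maximal effect; plate controls were vehicle for no effect and no enzyme for full effect; nearly all actives have a fitted effect of over 35% in size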
* marks the source's active call; other numbers are inactive results; ? = inconclusive; . = no result given; & = joins results of further samples; [ ] = another dose, or the depositor's remark. Unless noted, the call rests on the fitted dose curve; in most records, active means well fitted curve in the direction sought with a large enough effect; inconclusive means small, poorly fitted or top-dose-only effect, or another doubt; inactive means no such curve, though single readings can be large; an effect the other way counts as inactive or inconclusive. The list is partial; count on the stated rates, not on these rows.

SMILES	GRP78 ERSR act	Pol iota inh	POLB inh	Pol eta inh	Apoferritin bind	APE1 inh	LDHA inh	Pol kappa inh	BLM helicase inh
CCOC(=O)C1Sc2ccccc2NC1=O (stereo not given)	-2%	98%[activator]	2%	-17%	-5%	?	-8	-2%	-2%
CC(C)CC(=O)N1CCN(S(C)(=O)=O)CC1	-2%	?	-2%	10%	-9%	3%	-9	4%	0%
Nc1cc(Br)c(N)c(Br)c1	-2%	12%	1%	5%	-4%	1%	6	0%	-2%
Cc1ccccc1C(=O)Nc1cccc(OCc2cc(=O)n3c4c(sc3n2)CCCC4)c1	-1%	18%	12%	-9%	0%	.	1	-18%	-2%
COc1ccccc1/C=N/NC(=O)c1nnn(-c2nonc2N)c1CN(C)c1ccccc1	-1%	0%	3%	-10%	-14%	1%	-6	0%	-10%
O=C1OCCC1Sc1nc2ccccc2s1 (stereo not given)	-7%	18%	?	-2%	-17%	-4%	0	1%	-1%
CCC(=O)NC(Nc1c(C)n(C)n(-c2ccccc2)c1=O)C(Cl)(Cl)Cl (stereo not given)	-3%	38%	8%	-11%	-3%	-1%	2	7%	3%
O=C(NCC1CCCO1)c1cc2c([nH]c3ccccc32)c(-c2cccc(Cl)c2)n1 (stereo not given)	-2%	23%	-3%	-16%	362%[activator]	32%	1	14%	-7%
CCn1c(=O)c2sccc2n2c(CCC(=O)Nc3ccc(F)cc3)nnc12	1%	37%	2%	-9%	-5%	.	0	-1%	-3%
COc1ccc(-c2ccc3oc(-c4ccc(OC)cc4)c(C#CCCO)c3c2)cc1	-10%	35µM*	.	45µM*	.	.	-5	8%	.
O=S(=O)(c1cccc(Cl)c1)c1nnn2c1nc(NCc1ccc3c(c1)OCO3)c1sccc12	-6%	11%	-6%	-6%	-8%	.	-7	-9%	-2%
COc1cc(CN2CCC(N3CCC(C(=O)N4CCCC4)CC3)CC2)cc2c1OCO2	-2%	-5%	4%	-11%	-6%	-3%	-5	-4%	3%
COc1ccc2cc(C(=O)N/N=C/c3cc(OC)c(OC)c(OC)c3)[nH]c2c1	6%	?	10µM*	?	-11%	-21%	-4	-53%	-26%
COc1ccc(-c2c(C)cc3oc(=O)cc(-c4ccccc4)c3c2C)cc1F	-1%&-2%	-12%	.	-7%	-3%[110 µM]	-14%&11%	1	-14%	-5%[75.6 µM]
CCOc1ccc(CC(=O)Nc2sc(Cc3ccccc3)cc2C(N)=O)cc1OCC	4%	-14%	14%	-15%	-17%	-8%	-5	0%	-4%
O=Cc1cn(CC(=O)N2CCCc3ccccc32)c2ccccc12	-3%	-11%	0%	-9%	1%	8%	-1	0%	0%
O=C(Cc1ccccc1)N1CCN(c2ccccc2F)CC1	-3%	107%[activator]	1%	-15%	-5%	4%	-1	-4%	-4%
COc1ccc(-n2c(Cc3cccn3C)nnc2SCC(=O)NC2CCCCC2)cc1	-7%	-7%	-2%	-11%	-13%	-3%	0	6%	-3%
CCOc1cc(/C=N/NC(N)=O)cc(Br)c1OCc1ccccc1F	-3%	34%[activator]	3%	-4%	5%	0%	-8	-6%	0%
CC(=O)Nc1cccc(C(=O)N(Cc2ccccc2)Cc2ccccc2)c1	0%	29%	7%	-13%	-5%	2%	-5	-1%	-5%
CC1CCCC(NC(=O)CSc2ncnc3ccccc23)C1C (stereo not given)	2%	11%	.	-4%	.	8%	6	-13%	.
Cc1ccccc1NC(=O)Cn1c(=O)n(Cc2ccccc2)c(=O)c2c(C)c(C)sc21	-5%	16%&12%	8%&0%	-12%	-7%&-9%	2%	3&-3	11%&0%	-1%&-2%
Cn1c(=O)c(C(=O)CN2CC(=O)Nc3ccccc32)c(N)n(Cc2ccccc2)c1=O	-4%	20%	30%	-21%	-15%	-3%	-4	5%	-3%
O=P(O)(C(O)c1ccccc1)C(O)c1ccccc1 (stereo not given)	-3%	0%	.	-11%	.	2%	-11	-7%	.
CCN(C(=O)CN1CCN(c2ccc(OC)cc2)CC1)c1c(N)n(Cc2ccccc2)c(=O)[nH]c1=O	-3%	?	-8%	-13%	-9%	-1%	-3	-6%	-2%
Next section
SMILES	GRP78 ERSR act	Pol iota inh	POLB inh	Pol eta inh	Apoferritin bind	APE1 inh	LDHA inh	Pol kappa inh	BLM helicase inh
COC(=O)CC1C(=O)NCCN1C(=O)CSc1nnc(Nc2ccc(C)cc2)s1 (stereo not given)	-5%	16%	1%	-4%	1%	-1%	-1	-13%	0%
CC(C)CN(C(=O)COc1cccc(-n2cnnn2)c1)C1CCS(=O)(=O)C1 (stereo not given)	-3%	49%[activator]	24%	-3%	0%	19%	-10	0%	-4%
Brc1ccc(OCCOc2cccc3cccnc23)cc1	1%	13%	-2%	-12%	0%	3%	-14	-10%	-7%
CC1=C(C(=O)OCc2ccccc2)C(c2ccc3ccccc3c2)NC(=O)N1CCCCCC(=O)O (stereo not given)	-4%	10%	-1%	-12%	-6%&-8%	4%&-5%	2	-20%	-15%&-14%
COc1ccc(N2C(=O)c3ccccc3NC23CCCCC3)cc1	0%	7%	2%	-1%	-9%	-1%	3	-6%	-2%
Cc1ccc(S(=O)(=O)Nc2ccccc2-c2ccccc2)cc1	-5%	15%	2%	-17%	-19%	-5%	-6	-13%	-9%
N#Cc1c(N)nc2c(c1-c1ccncc1)CCCCC2	-2%	11%	31%	-8%	-11%	?	5	-14%	1%
CN1c2cccc3cccc(c23)N(C)C1c1cccs1	0%	?	23%	-19%	-15%	-12%	14	-3%	-8%
N#Cc1c(NC(=O)C(=O)NCCCN2CCOCC2)sc2c1CCCC2	-2%	5%	34%	-8%	-12%	34%	2	3%	2%
COc1cccc(/C=C/C(=O)OCC(=O)NCC2CCCO2)c1OC (stereo not given)	-2%	19%	12%	-18%	9%	?	-7	-8%	4%
C/C(=N\NC(=O)Cc1ccccc1)c1ccc(Br)s1	1%	0%	15%	-15%	9%	10%	-2	-3%	-2%
CCn1c(CN2CCCCC2)nc2cc(S(=O)(=O)N3CCCCC3)ccc21	-2%	-19%	.	-7%	.	19%	-2	-9%	.
Cc1cccc(NC(=S)N2CCOCC2)c1C	-4%	8%	-19%	1%	-2%	-1%	-6	-20%	-4%
CCOC(=O)C1=CN(Cc2cccc(F)c2)S(=O)(=O)N(C)C1c1ccc(C(F)(F)F)cc1 (stereo not given)	-2%	21%	.	-23%	.	-7%	-1	1%	.
CC1(c2cccc(Br)c2)NC(=O)NC1=O (stereo not given)	-3%	21%	8%	-18%	-3%	25%	-2	9%	-1%
CCOC(=O)c1ccc(NC(=S)N2CCSC2c2ccc(Cl)cc2)cc1 (stereo not given)	?	3%	20%	-12%	-15%	-2%	-9	-8%	-6%
CC1Oc2ccccc2N(CC(=O)NCc2cccs2)C1=O (stereo not given)	4%	14%	6%	-2%	1%	3%	-2	-3%	-4%
Cc1ccc(C)c(N2C(=O)c3cc(N4CCOCC4)c([N+](=O)[O-])cc3C2=O)c1	-3%	5%	-11%	-14%	0%	1%	-2	-21%	-2%
O=C(NCc1nc2ccccc2[nH]1)C1=C[C@@H](c2ccc3c(c2)OCO3)C[C@@H](OCc2ccc(CO)cc2)O1	.	.	-11%	.	-5%	-2%	.	.	-6%
CCOC(=O)c1ccc(N2CCOCC2)c(NC(=O)COCC(=O)O)c1	-3%	-8%[58.9 µM]	0%	-4%	23%	0%	-6	-6%	-8%
CCOc1ncccc1C(=O)OCC(=O)c1c(N)n(C)c(=O)n(C)c1=O	1%	?	16%	-11%	-6%	-1%	-11	-4%	2%
Cc1cc(C(=O)CSc2nc(N)cc(N)n2)c(C)n1CCc1ccc(F)cc1	-8%	34%[activator]	-28%	-4%	-9%	-1%	1	-9%	-5%
Cn1ccnc1SCc1cn2cc(Br)ccc2n1	-16%	-4%	26%	-17%	-12%	-3%	-1	-7%	-2%
Cc1ccc(Cl)cc1NS(=O)(=O)c1ccc(N2CCCCS2(=O)=O)cc1	-1%	17%	4%	-18%	-17%	.	5	-1%[60.1 µM]	-3%
CCc1cc2c(=O)c(-c3cscn3)coc2cc1O	3%	9%	1%	-13%	-6%	0%	-1	-16%	-8%
(more compounds)
SMILES	GRP78 ERSR act	Pol iota inh	POLB inh	Pol eta inh	Apoferritin bind	APE1 inh	LDHA inh	Pol kappa inh	BLM helicase inh
CCCn1c(=O)c2sccc2n2c(CCCC(=O)NCCc3ccc(Cl)cc3)nnc12	0%	22%	4%	-20%	-12%	.	-6	4%	2%
Cc1sc2c(c1C)c(=O)n(-c1ccccc1)c(=O)n2CC(=O)NCC1CCCO1 (stereo not given)	3%	8%	13%	-6%	-3%	-4%	-1	4%	0%
COc1ccc(C2=CC(=O)C[C@H](COCc3ccccc3)N(C(=O)OC(C)(C)C)O2)cc1	-5%	-29%	.	-19%	.	.	0	-8%	.
O=C(NC(Nc1nc2ccc([N+](=O)[O-])cc2s1)(C(F)(F)F)C(F)(F)F)c1cccnc1	-3%	2%	15%	-2%	-13%	26%	-7	-7%	4%
CN(C)C(=O)c1nc2ccc(Cl)cn2c1CNCc1ccccc1OC(F)(F)F	-3%	17%	-1%	-8%	-5%	-8%	7	10%	-3%
COc1ccccc1C(=O)COC(=O)C(NC(=O)Cc1ccccc1)C(C)C (stereo not given)	0%	-16%	.	-4%	.	10%	-2	-17%	.
COc1cccc(C2=CC(c3ccc(OC)c(OC)c3)NC(=S)N2)c1 (stereo not given)	-6%	?	27%	-4%	-10%	15%	1	0%	-2%
